Assay outcomes deposited in PubChem BioAssay by National Center for Advancing Translational Sciences (NCATS).
Epigenetic mod: epigenetic modulators derepressing GFP locus in mouse cells. Potency, µM (highest dose often 46.1 µM), for inactives: at the highest dose GFP derepression (activation). mouse C127i GFP locus derepression, cytometry, 30 h. 68,000 tested, 0.09% active; further: % of control where 0% means no effect
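Murine C127i mammary cells carrying a silenced, stably integrated CMV-driven GFP reporter were treated with compound for 30 hours at 37 C. After PBS washes, GFP-positive cells were counted by laser-scanning microplate cytometry.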
HEK293 cAMP cs: raises cAMP in parental HEK293 cells, TSHR agonist counter-screen; Potency, µM (doses to about 57.1 µM), for the others: at the top dose activation, usual class: activators; 73,000 tested, 2.5% active; parental HEK293 CNG cAMP sensor, membrane potential fluorescence; further: potency means the concentration at half of the fitted maximal effect; % of control where 0% means no effect; nearly all actives have a fitted effect of over 55% in size
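Parental HEK 293 cells stably expressing a cAMP-gated CNG channel were loaded with membrane potential dye containing 100 uM RO 20-1724 for 60 min. Compound added for 30 min; depolarization read as fluorescence intensity at 590 nm.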
Ub-GFP proteasome: ubiquitin-GFP accumulation via proteasome inhibition; Ubiquitin-GFP reporter cells, proteasome inhibition, GFP fluorescence; response scale: untreated = 0%, 10 µM MG-132 = 100%; Potency, µM (highest dose often 45.9 µM), without a hit: at the top dose activation (GFP accumulation), actives largely listed as activators; 67,000 tested, under 10 active; active means well fitted activation curve with a large enough effect, not every such curve was filed as active; inconclusive means small, poorly fitted or top-dose-only effect, or another doubt; inactive means no such curve, though single readings can be large or run the other way; further: potency means the concentration at half of the fitted maximal effect
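GFP accumulation read-out: laser plate cytometry counting ubiquitin(G76V)-GFP-expressing U2OS cells after 4 hr compound exposure at 37 °C. Titrations spanned 46 uM to 2.9 nM; 0% = basal, 100% = 10 uM MG-132; concentration-response curves fitted.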
USP2a inh: inhibitors of human ubiquitin-specific protease USP2a; O75604; USP2a enzymatic assay, qHTS inhibition; Potency, µM (top dose mostly 38.3 µM), without a hit: top-dose activity change, negative = inhibition, actives largely listed as inhibitors; 60,000 tested, 0.1% active;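 further: potency means the concentration at half of the fitted maximal effect; nearly all actives have a fitted effect of over 60% in size; plate controls were DMSO for no effect and NEM full inhibition control for full effect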
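Coupled readout: USP2-cleaved Ub-PLA2 (20nM final) turns over NBD C6-HPC (20uM final), Ex 460nm/Em 535nm after 2.5 h, time-zero read flagging artifacts. Enzyme (20nM final, pH 8.0 Tris) given 30 min RT with compound first; NEM defines full inhibition.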
BRCT inh green: inhibitors of human BRCA1 BRCT-phosphoprotein interaction (green fluorophore); BRCA1 BRCT-phosphopeptide binding, green fluorescence polarization; Potency, µM (highest dose often 76.9 µM), for the others: at the highest dose activity change, negative = inhibition, usual class: inhibitors; 75,000 tested, 0.05% active;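 further: potency means the concentration at half of the fitted maximal effect; plate controls were peptide without protein for full effect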
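Compounds were incubated for 12 min at room temperature with a complex of 100 nM fluorescein-tagged pBACH1 decapeptide and 250 nM His-tagged BRCT protein. Buffer was phosphate pH 7.3 with EDTA, DTT and Tween 20. Disruption of binding lowers the polarization signal.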
Fluorescein fluor: compound autofluorescence in fluorescein spectral region | Compound autofluorescence, 480/540 nm, fluorescein-equivalent; stronger effect = higher value | max fluorescein-equivalent concentration, M | 59,000 tested, 0.91% active; in the data active means max fluorescein-equivalent concentration above about 10 nM; inconclusive means between about 1.1 nM and that limit
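Compounds (23 nL) in 100 mM Tris pH 8.0, 15 min at room temperature, then fluorescence read at 480 nm excitation/540 nm emission. Signal converted to fluorescein-equivalent concentration from an on-plate fluorescein standard curve.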
BRCT PPI red: BRCT-phosphoprotein interaction inhibition (red fluorophore). P38398. BRCT-phosphopeptide binding, red fluorescence polarization. Potency, µM (highest dose often 76.9 µM), for inactives: at the highest dose activity change, negative = inhibition, most hits filed as inhibitors. 75,000 tested, 0.03% active. AID 892; further: on the % scale 0 is the no-effect control and ±100 the full control effect
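Fluorescence polarization: 100 nM His-tagged BRCA1 BRCT with 100 nM TAMRA-labelled phospho-BACH1 decapeptide, phosphate buffer pH 7.3 with 150 mM NaCl, DTT, 0.01% Tween 20; 12 min RT. Binding inhibition seen as FP decrease.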
Casp1 inh: allosteric or competitive inhibitors of human caspase-1; Caspase-1 enzyme, Ac-WEHD-AFC fluorogenic rate; Potency, µM (highest dose often 57.5 µM), for the others: at the top dose activity change, negative = inhibition, most hits filed as inhibitors; 75,000 tested, 0.03% active;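 further: potency means the concentration at half of the fitted maximal effect; plate controls were vehicle for no effect and no substrate for full effect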
Target sequence (P29466 120-297 limits assumed): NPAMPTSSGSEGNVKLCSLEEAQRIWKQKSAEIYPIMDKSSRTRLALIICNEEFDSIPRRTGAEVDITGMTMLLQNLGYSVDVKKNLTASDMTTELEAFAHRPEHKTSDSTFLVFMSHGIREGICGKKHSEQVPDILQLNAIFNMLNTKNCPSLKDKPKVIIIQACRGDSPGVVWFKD
Target sequence (P29466 317-404 limits assumed): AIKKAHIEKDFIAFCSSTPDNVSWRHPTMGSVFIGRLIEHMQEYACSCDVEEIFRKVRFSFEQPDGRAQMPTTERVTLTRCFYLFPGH
Casp7 inh: allosteric or competitive inhibitors of human caspase-7. recombinant caspase-7, Ac-DEVD-AFC fluorescence rate. Potency, µM (top dose mostly 57.5 µM), without a hit: top-dose activity change, negative = inhibition, most hits filed as inhibitors. 75,000 tested, 0.02% active. P55210; active means well fitted inhibition curve with a large enough effect in the main read-out, with a control signal flat, not every such curve was filed as active; inconclusive means small, poorly fitted or top-dose-only effect, or a change in a side signal; further: potency means the concentration at half of the fitted maximal effect; % of control where 0% means no effect
Target sequence (P55210 24-198 limits assumed): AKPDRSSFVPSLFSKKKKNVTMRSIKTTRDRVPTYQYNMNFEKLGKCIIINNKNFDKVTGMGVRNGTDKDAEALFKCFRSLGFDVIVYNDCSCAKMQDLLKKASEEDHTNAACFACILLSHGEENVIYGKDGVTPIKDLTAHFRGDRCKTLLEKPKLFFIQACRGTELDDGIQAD
Target sequence (P55210 207-303 limits assumed): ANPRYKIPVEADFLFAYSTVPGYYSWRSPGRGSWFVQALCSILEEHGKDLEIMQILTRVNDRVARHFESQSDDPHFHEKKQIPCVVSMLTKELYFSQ
4MU fluor: compounds fluorescent in 4-MU spectral region. compound autofluorescence, 340/450 nm, 4-MU equivalents; stronger effect = higher value. max dye-equivalent concentration, M. 59,000 tested, 11% active; in the data active means max dye-equivalent concentration above about 10 nM; inconclusive means mostly about 1.1 nM to 9.6 nM
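Compounds in 100 mM Tris, pH 8.0, sat 15 min at room temperature before fluorescence was read at 340 nm excitation/450 nm emission; a per-plate six-point 4-MU standard curve converted signals to dye-equivalent concentration at each compound concentration.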
A350 fluor: compound fluoresces in the Alexa 350 spectral region; Compound autofluorescence, 340/450 nm, Alexa 350 dye-equivalents; stronger effect = higher value; max dye-equivalent concentration, M; 59,000 tested, 11% active; in the data active means max dye-equivalent concentration above about 10 nM; inconclusive means mostly about 1.1 nM to 9.6 nM
Starred values were filed as active, the others as inactive; i = inactive; ? = inconclusive; . = no result given; [ ] = dose if it differs, or a comment. Unless noted, the call rests on the fitted dose curve; in most records, active means well fitted curve in the direction sought with a large enough effect; inconclusive means small, poorly fitted or top-dose-only effect, or another doubt; inactive means no such curve, though single readings can be large; an effect the other way counts as inactive or inconclusive. The list is partial; the hit share may differ from the screen's.

SMILES	Epigenetic mod	HEK293 cAMP cs	Ub-GFP proteasome	USP2a inh	BRCT inh green	Fluorescein fluor	BRCT PPI red	Casp1 inh	Casp7 inh	4MU fluor	A350 fluor
O=C(Cn1c(=O)c(C(F)(F)F)nc2ccccc21)N1CCC2(CC1)OCCO2	2%	8%	.	5%	-2.3%	i	-0.2%	-8%	-10%	1.1e-07M*	1.5e-07M*
N[C@@H](Cc1c[nH]c2cc([N+](=O)[O-])ccc12)C(=O)O	-4%[9.22 µM]	4%[11.4 µM]	-9%[9.17 µM]	.	-0.7%[15.4 µM]	i	-0.3%[15.4 µM]	3%[11.5 µM]	0%[11.5 µM]	i	i
c1ccc2c(NC3=NCCS3)cccc2c1	4%	19%	-6%	8%	5.9%	i	0.8%	-7%	-8%	?	?
C[C@H]1O[C@H](O[C@H]2[C@H](O)[C@@H](O)[C@@H](O)[C@H](O)[C@@H]2O)[C@@H](N)C[C@@H]1NC(=N)C(=O)O	.	.	.	-6%	-1.3%	.	-0.4%	1%	-1%	.	.
CC(=O)CCC(C)=O	.	6%	.	.	-0.6%	.	1.0%	1%	-1%	.	.
CCCCn1c(=O)c(C(=O)NCc2ccncc2)c(O)c2ccccc21	-3%	?	-2%	194%[activator]	-0.8%	i	0.9%	-2%	0%	i	i
CCCCOC(C)=O	.	21%	.	.	0.4%	.	0.8%	-1%	-1%	.	.
OC12Oc3ccccc3C=C1N1CCC2CC1 (configuration not stated)	-3%	-1%	-8%	6%	-1.7%	.	2.0%	-2%	-1%	.	.
CCOC(=O)c1c(C)n(Cc2ccccc2)c2ccc(OCC(O)Cn3nc(C)nc3C)cc12 (configuration not stated)	5%	?	3%	.	0.2%	.	0.1%	-3%	-4%	.	.
Cc1ccc(OP(=O)(Oc2ccc(C)cc2)N2C=Cc3ccccc3[C@H]2C#N)cc1	-2%[9.22 µM]	28%[11.4 µM]	3%[9.17 µM]	.	-1.3%[15.4 µM]	i	-4.0%[15.4 µM]	0%[11.5 µM]	-3%[11.5 µM]	i	i
CCNC(C)(C)[C@@H](SS)c1ccc(Br)cc1	3%[9.22 µM]	-12%[11.4 µM]	-2%[9.17 µM]	.	-0.2%[15.4 µM]	i	-0.1%[15.4 µM]	0%[11.5 µM]	-1%[11.5 µM]	1e-07M*	1e-07M*
O=C(Cn1ncc2ccccc21)N1CCC2(CC1)OCCO2	0%	7%	-10%	-2%	-3.0%	?	0.4%	-2%	-1%	i	i
CC1CN(O)C2CCc3nonc3C12O (configuration not stated)	2%	-2%	.	-1%	-2.0%	?	1.1%	-1%	0%	i	i
O=C(CN1CCN(Cc2ccc(Cl)cc2)C1=O)N1CCC2(CC1)OCCO2	-2%	12%	7%	6%	-1.0%	i	-1.4%	-2%	-1%	i	i
CCN1C(=O)/C(=C2\C=Cc3ccccc3N2CC)OC1=S	9%	-66%[inhibitor]	-1%	17%	1.8%	8e-07M*	-2.5%	-11%	-12%	i	?
O=C1CS[C@@H](c2ccccc2Cl)c2cc(Cl)ccc2N1	0%	?	-1%	.	-0.9%	.	-0.9%	?	-6%	.	.
COC(=O)[C@@H]1[C@@H]2C[C@H]3c4[nH]c5cc(OC)ccc5c4CCN3C[C@@H]2C[C@H](OC(=O)/C=C\c2cc(OC)c(OC)c(OC)c2)[C@H]1OC	0%[20.6 µM]	-19%[25.6 µM]	13%[20.5 µM]	70%[activator][17.1 µM]	3.9%[34.4 µM]	?	-4.9%[34.4 µM]	-9%[25.7 µM]	-9%[25.7 µM]	i	i
O=C(CCS(=O)(=O)c1ccc(Br)cc1)N1CCC2(CC1)OCCO2	2%	-3%	-6%	-1%	-6.9%	i	-2.8%	2%	-2%	i	?
CC(C)(C)c1ccc(O)c(CN2CCN(c3ccccc3)CC2)c1	-3%	?	10%	3%	-0.9%	?	-0.5%	0%	-3%	i	i
O=c1c2ccccc2nc(CN2CCCCCC2)n1-c1ccc(F)cc1	-3%	6%	2%	19%	5.8%	?	0.4%	-3%	0%	i	i
CC(C)N1CCC2(CC1)NC(CO)(CO)CO2	0%	3%	2%	-1%	-1.5%	.	0.5%	-3%	-1%	.	.
c1ccc([C@H]2CNCc3ccccc32)cc1	1%	-2%	2%	.	-3.5%	.	0.9%	2%	2%	.	.
FC(F)(F)/C(=N\P(=S)(N1CCOCC1)N1CCOCC1)N1CCOCC1	5%	-8%	0%	-2%	-1.5%	i	-0.6%	0%	-1%	i	i
CC1(C)N=C(N)N=C(N)N1c1cccc(C(=O)Nc2ccc(S(=O)(=O)F)cc2)c1	2%[9.22 µM]	4%[11.4 µM]	-6%[9.17 µM]	.	0.6%[15.4 µM]	i	-0.4%[15.4 µM]	3%[11.5 µM]	-3%[11.5 µM]	i	i
CC(=O)Nc1ccc(OC(=O)N(C)c2ccccc2)cc1	-1%	-5%[11.4 µM]	-16%[9.17 µM]	6%[7.66 µM]	2.1%	.	-0.5%	-1%	-1%	.	.
O=C(O)[C@@H]1[C@H](C(=O)O)[C@]2(Cl)C(Cl)=C(Cl)[C@@]1(Cl)C2(Cl)Cl	3.2µM*	3%[11.4 µM]	2%[9.17 µM]	.	-5.4%[15.4 µM]	i	-2.7%[15.4 µM]	-2%[11.5 µM]	-3%[11.5 µM]	i	i
NC(N)=S	.	18%	.	.	-2.5%	.	1.0%	1%	0%	.	.
O=C1NC(=O)N(C2CCCCC2)C(=O)C1C1c2ccccc2C(=O)N1Cc1ccccc1 (configuration not stated)	14%	-1%	8%	1%	-3.5%	i	0.2%	0%	0%	i	i
COc1cccc(-c2cc(C(F)(F)F)n3nc(C(=O)N4CCC5(CC4)OCCO5)cc3n2)c1	-3%	-3%	-8%	29%	-1.0%	i	0.4%	-2%	-6%	1.1e-08M*	1.4e-08M*
CS(=O)(=O)Nc1ccc(Cc2noc(-c3ccc4[nH]cc(CCN)c4c3)n2)cc1	1%	-6%	0%	.	0.6%	.	-3.4%	-1%	-1%	.	.
CN1C(=O)C(Cc2c[nH]c3ccccc23)C(=O)N(C)C1=O	-3%	5%	-4%	2%	-1.7%	3.4e-08M*	-12%	-3%	-2%	i	i
O=C(Nc1cccc(F)c1)N1CC[C@@]2(CCCN(C(=O)Oc3ccccc3)C2)C1	-4%[9.22 µM]	?	-12%	88%[activator]	-2.2%	?	-2.5%	1%	1%	i	i
CCN1CCC2(CCNC2)C1 (configuration not stated)	-4%	21%	1%	8%	-0.6%	i	0.9%	-2%	0%	i	?
COc1ccc(CCn2c(O)c(C=NC3CC3)c(=O)[nH]c2=O)cc1OC	2%	-1%	3%	9%	0.8%	i	-0.5%	-2%	1%	i	i
Cc1cscn1	.	?	.	.	0.5%	.	1.3%	-3%	0%	.	.
C=CCN1CC[C@]23c4c5ccc(O)c4OC2C(=O)CC[C@]3(O)C1C5 (some centres not stated)	.	.	.	14%	3.0%[3.08 µM]	.	-2.2%	2%	-1%	.	.
Clc1nc(Cl)nc(Nc2ccccc2Cl)n1	.	-22%	.	.	-1.2%	.	2.4%	-1%	1%	.	.
O=C(c1cc2c(s1)CCCC2)N1CCC2(CC1)OCCO2	1%	2%	4%	42%[activator]	-1.7%	i	0.0%	0%	0%	i	i
O=P(O)(O)COc1ccccc1O	2%	1%	-5%	-1%	-1.1%	?	-0.3%	-1%	0%	i	i
CC1C(=O)OC2CCN3CC=C(COC(=O)[C@](C)(O)[C@]1(C)O)C23 (some centres not stated)	.	.	.	-7%	-3.1%[3.08 µM]	.	0.2%	-2%	1%	.	.
CC(C)NS(=O)(=O)c1ccc(OCC(=O)N2CCN(C)CC2)cc1	0%	4%	3%	.	-1.6%	.	-0.7%	1%	2%	.	.
Cc1ccc(C2(c3ccc(C)c(O)c3C)CCN(C)CC2)c(C)c1O	3%[9.22 µM]	-5%[11.4 µM]	-3%[9.17 µM]	.	2.3%[15.4 µM]	i	1.3%[15.4 µM]	0%[11.5 µM]	-1%[11.5 µM]	i	i
O=C(O)c1cccc(Cl)c1	.	17%	.	.	-1.4%	.	-0.4%	1%	1%	.	.
CCCCOCC1CO1 (configuration not stated)	.	20%	.	.	-8.3%	.	-1.6%	-3%	0%	.	.
Nc1ccc(-c2ccc(N)c(Cl)c2)cc1Cl	.	-38%[inhibitor]	.	.	1.3%	.	-0.2%	0%	-2%	.	.
NCCc1ccc(S(=O)(=O)F)cc1	0%	-10%	-3%	3%	-1.8%	i	1.2%	-2%	3%	i	i
CC(C)NC(C)C	.	11%	.	.	-3.0%	.	1.6%	-4%	0%	.	.
Cn1c(C(=O)O)c(CC(=O)N2CCN(Cc3ccccc3)CC2)c2ccccc21	6%	4%	6%	-3%	-0.5%	i	-0.1%	-1%	-1%	i	?
Cc1nc2cc(C(F)(F)F)ccc2n1C1CCN(Cc2nnnn2Cc2cccs2)CC1	-3%	-15%	4%	68%[activator]	1.3%	?	1.0%	2%	-1%	i	i
